Screening results from PubChem BioAssay.
MrgX1 antagonist: antagonists of human MrgX1 receptor, primary screen, HEK293 cells, Fluo-4 calcium flux. B-score at 10 µM. BAM8-22 antagonism; stronger effect = lower value. AID 588676, 2011. 310,000 tested, 1.3% active. Mas-related G-protein coupled receptor member X1 (Homo sapiens), Q96LB2;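 active means calcium-response B-score plate-corrected more than 3 library SD below zero, starting fluorescence within 5 deviations, no agonist response on first addition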;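 further: peak minus trough fluorescence over baseline after final BAM8-22 challenge near maximal dose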
RGS4 inh: RGS4 inhibitors, primary screen, cell-based, HEK293 M3R inducible RGS4, calcium flux; Regulator of G-protein signaling 4 (Homo sapiens), P49798; Fluo-4 calcium flux; stronger effect = higher value; triggered by carbachol at its EC20; B-score at 10 µM; 310,000 tested, 0.45% active;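 active means B-score, a plate-corrected calcium signal, over three deviations above library mean, with baseline fluorescence within five deviations of library mean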;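 further: RGS4 expression induced by doxycycline in cells with stable M3 receptor; B-score is computed from the integrated fluorescence ratio over baseline after carbachol; higher B-score means a larger calcium signal and so more RGS4 inhibition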
SKKanGAS inh: S. pyogenes SKKanGAS growth inhibitors in kanamycin, primary screen, streptokinase expression inhibitor project, SKKanGAS strain, BacTiter-Glo luminescence; 6 h; inhibition, % at 7.5 µM; 300,000 tested, 1.3% active; AID 1662, 2009;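 active means mean replicate score, as percent of positive control median, at least 50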;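 further: strain carries kanamycin resistance gene driven by streptokinase promoter and grows in 40 µg/ml kanamycin; loss of luminescence reflects streptokinase promoter inhibition or plain growth inhibition; 0% = median of DMSO wells and 100% = positive control at its reference dose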
MrgX1 ag: agonists of human MrgX1 receptor, primary screen, HEK293 cells, Fluo-4 calcium flux | Mas-related G-protein coupled receptor member X1 (Homo sapiens), Q96LB2 | Fluo-4 calcium fluorescence, agonist mode; stronger effect = higher value | B-score at 10 µM | 310,000 tested, 0.44% active | AID 588627, 2011;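 active means calcium response B-score plate-corrected fluorescence ratio at least 3 library SD, with starting fluorescence B-score inside 5 SD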
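System: HEK293 cells stably expressing human MrgX1 receptor; Dosing: test compound in the initial addition of three; Schedule: overnight plating, then 30 min 37 °C plus 30 min room-temperature dye loading; Detection: kinetic calcium dye fluorescence, Fluo-4 NW; Controls: per-plate positive and negative controls for Z′ factor.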
TRPC6 inhibitor: mouse TRPC6 channel inhibitors, primary screen, cell-based, HEK293, membrane potential dye | Short transient receptor potential channel 6 (Mus musculus), Q61143 | ACh-evoked depolarization; stronger effect = lower value | B-score at 10 µM | 310,000 tested, 1.1% active;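 active means B-score under library mean minus 3 SD, initial fluorescence not abnormally high, positive integrated signal ratio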;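 further: B-score derived from integrated fluorescence ratio over the kinetic read; more negative B-score means stronger inhibition of depolarization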
Target sequence (Q61143 whole entry, looked up): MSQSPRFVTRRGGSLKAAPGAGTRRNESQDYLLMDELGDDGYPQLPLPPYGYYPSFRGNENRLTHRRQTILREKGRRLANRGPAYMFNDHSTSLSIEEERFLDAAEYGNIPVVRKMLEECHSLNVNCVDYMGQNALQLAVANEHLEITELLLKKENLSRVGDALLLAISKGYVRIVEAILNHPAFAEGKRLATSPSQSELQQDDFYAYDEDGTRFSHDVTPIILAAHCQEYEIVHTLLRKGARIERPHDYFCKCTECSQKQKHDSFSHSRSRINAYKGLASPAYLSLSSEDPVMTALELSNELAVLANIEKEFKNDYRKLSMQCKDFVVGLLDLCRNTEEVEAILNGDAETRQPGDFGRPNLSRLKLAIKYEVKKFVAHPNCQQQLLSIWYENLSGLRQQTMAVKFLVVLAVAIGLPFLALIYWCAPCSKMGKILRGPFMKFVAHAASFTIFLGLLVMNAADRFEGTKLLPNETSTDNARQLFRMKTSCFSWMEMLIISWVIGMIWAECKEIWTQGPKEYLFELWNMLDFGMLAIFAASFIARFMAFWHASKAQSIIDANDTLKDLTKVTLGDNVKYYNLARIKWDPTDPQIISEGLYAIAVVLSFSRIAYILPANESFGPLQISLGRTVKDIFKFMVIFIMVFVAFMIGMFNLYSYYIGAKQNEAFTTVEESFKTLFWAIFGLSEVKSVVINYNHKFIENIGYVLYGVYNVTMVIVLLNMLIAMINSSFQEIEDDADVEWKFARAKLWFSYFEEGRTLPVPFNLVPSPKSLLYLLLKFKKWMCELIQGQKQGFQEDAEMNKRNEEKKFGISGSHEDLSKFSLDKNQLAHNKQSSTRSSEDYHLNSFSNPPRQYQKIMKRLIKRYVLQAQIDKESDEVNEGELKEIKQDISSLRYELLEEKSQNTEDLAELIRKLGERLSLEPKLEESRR
MrgX1 PAM: positive allosteric modulators of MrgX1, primary screen, HEK293 cells, Fluo-4 calcium flux | Mas-related G-protein coupled receptor member X1 (Homo sapiens), Q96LB2 | FDSS; stronger effect = higher value | B-score at 10 µM | 310,000 tested, 0.63% active | AID 588675, 2011;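 active means plate-corrected calcium response at least 3 library SD above typical, normal starting fluorescence, not activating the receptor alone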;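 further: compound read alongside a low EC10 to EC30 dose of BAM8-22 agonist; peak minus trough fluorescence over baseline measured at the second addition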
TRPC6 act: mouse TRPC6 channel activators, primary screen, cell-based, HEK293, membrane potential dye | Short transient receptor potential channel 6 (Mus musculus), Q61143 | HEK293-TRPC6 membrane potential dye fluorescence; stronger effect = higher value | B-score at 10 µM | 310,000 tested, 0.13% active | AID 2550, 2010;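 active means B-score of the integrated fluorescence ratio above library mean plus 3 SD, and starting fluorescence ratio within library mean plus 5 SD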;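 further: higher score means more depolarization so channel activation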
HIF act: HIF pathway transcriptional activators, primary screen, cell-based, U2OS HRE-luciferase, luminescence; activation, % at 7.5 µM (by protocol); AID 1910, 2009; 300,000 tested, 0.32% active; U2OS HRE-luciferase reporter; normalized: DMSO 0%, desferrioxamine 100%;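 active means mean activation of at least 10% of the iron chelator positive control signal, with at least half of replicates also reaching 10%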
Platelet DG rel: inhibitors of platelet dense granule secretion, primary screen, cell-based, MLPCN, human platelets | human platelet-rich plasma, SFLLRN dense granule ATP release, luminescence | 300,000 tested, 0.22% active | AID 1663, 2009 | inhibition, %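 (compounds screened at 7.5 µM in platelet-rich plasma)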;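 active means mean replicate score, as percent of positive control, at or above 50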
RGS4 act: RGS4 potentiators or activators, primary screen, cell-based, HEK293 M3R inducible RGS4, calcium flux; carbachol calcium flux Fluo4; stronger effect = lower value; B-score at 10 µM; 310,000 tested, 0.92% active; AID 463111, 2010;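 active means B-score of the integrated calcium signal more than 4 SD below the library mean, with starting fluorescence not abnormally high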;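 further: negative B-score means reduced calcium response which marks RGS4 activation or potentiation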
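Also added: carbachol at ECmax as muscarinic agonist stimulus; Assay system: HEK293 cells with stable M3R and inducible RGS4; Timing: overnight RGS4 induction, 30 min dye load 37 °C, 20 min compound RT; Measured by: Fluo4-AM (2 µM) calcium-flux fluorescence, kinetic read.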
TRPC4 inh: inhibitors of mouse TRPC4 channel, primary screen, Fluo4 calcium, HEK293 TRPC4beta/mu-opioid cells; B-score at 10 µM; DAMGO-evoked Fluo4 calcium flux; stronger effect = lower value; AID 2247, 2010; 300,000 tested, 0.39% active;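 active means B-score over 3 SD under the library average, no early fluorescence shift, positive overall ratio signal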
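System: stable TRPC4beta/mu-opioid receptor HEK293 cells; Dosing: single-point compound dosing; Measured by: Fluo4 Ca2+ flux fluorescence; Read-out basis: per-well B score of integrated baseline-normalized Fluo4 ratio.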
Starred values were filed as active, the others as inactive; i = inactive; · = no result given.

SMILES	MrgX1 antagonist	RGS4 inh	SKKanGAS inh	MrgX1 ag	TRPC6 inhibitor	MrgX1 PAM	TRPC6 act	HIF act	Platelet DG rel	RGS4 act	TRPC4 inh
CCNc1nc(NCC)n2c(SCC(=O)Nc3cccc(Cl)c3)nnc2n1	i	i	-4	i	i	i	i	-26	-2	i	i
CC(C)c1ccc(OCC(=O)NC2CC(C)(C)NC(C)(C)C2)c(Br)c1	i	i	3	i	i	i	i	0.1	-3	i	i
Cc1sc2nc(CN3CCOCC3)nc(Oc3ccc(NC(=O)c4ccco4)cc3)c2c1C	i	i	9	i	i	i	i	0.0	2	i	i
COc1cc2c(cc1OC)C(C)N(C(=O)CCNC(=O)c1ccccc1)CC2 (centres undefined)	i	i	-6	i	i	i	i	-0.5	-19	i	i
COc1cccc(C(=O)N(c2ccccc2)C2C=CS(=O)(=O)C2)c1 (centres undefined)	i	i	-3	i	i	i	i	-0.3	16	i	i
CCNC(=S)N1CCN(S(=O)(=O)c2cccc(C(F)(F)F)c2)CC1	i	i	-18	i	i	i	i	0.1	-23	i	i
Cc1cc(C(=O)N2CCCC(N3CCN(c4cccc(Cl)c4)CC3)C2)no1 (centres undefined)	i	i	2	i	i	i	i	-0.6	-5	i	i
CC(c1ccon1)N(C)C(=O)c1ccc(OC2CCN(C(=O)C3CC3)CC2)cc1 (centres undefined)	i	i	4	i	i	i	i	-0.4	1	i	i
CC1(C(=O)Nc2nc3ccccc3s2)CC1(Br)Br (centres undefined)	i	i	7	i	i	i	i	-10	12	i	i
CN(CC(=O)Nc1ccccc1Cl)C(=O)CCc1nc2ccccc2c(=O)[nH]1	i	i	-3	i	i	i	i	-0.5	21	i	i
Cc1ccc(/S(C)=N/S(=O)(=O)c2ccc(C)cc2)cc1 (centres undefined)	i	i	-2	i	i	i	i	-0.3	-10	i	i
C#CCn1c(=NC(=O)CN2C(=O)CCC2=O)sc2cccc(C)c21	i	i	-3	i	i	i	i	-0.3	-5	i	i
COc1cccc(CN2CCNC(=O)C2CC(=O)NCCN2CCCCC2=O)c1 (centres undefined)	i	i	-4	i	i	i	i	-0.5	2	i	i
COC(=O)/C=C/c1ccc(-n2ccnc2)cc1	i	i	14	i	i	i	i	-0.1	1	i	i
O=C(CSc1nnc(-c2ccc(O)cc2)n1Cc1ccco1)c1cccs1	i	i	-2	i	i	i	i	-0.2	-3	i	i
CC(N)C12CC3CC(CC(O)(C3)C1)C2 (centres undefined)	i	i	-2	i	i	i	i	0.0	-1	i	i
Nn1c(Cc2ccccc2)nc2sc3c(c2c1=O)CCC3	i	i	6	i	i	i	i	0.1	-6	i	i
O=C(CSC(=S)N1CCOCC1)Nc1ncc2c(n1)CCCC2=O	i	i	1	i	i	i	i	0.2	-7	i	i
CC1CCN(c2ccccc2NC(=O)c2ccc(F)cc2)CC1	i	i	21	i	i	i	i	-1.2	0	i	i
O=c1c(/C=C(\O)c2ccccc2)nc2ccccc2n1-c1ccccc1	i	i	-6	i	i	i	i	1.1	5	i	i
Clc1ccc(SCCn2cncn2)cc1	i	i	-1	i	i	i	i	-0.8	-2	i	i
Cc1ccccc1N1CCN(c2ncnc3scc(-c4cccs4)c23)CC1	i	i	34	i	i	i	i	-1.6	-4	i	i
COc1ccc(Cl)cc1NC(=O)CCN1C(=O)C2CC=CCC2C1=O (centres undefined)	i	i	9	i	i	i	i	-0.2	4	i	i
C=CCn1c(CSCc2ccc(C)cc2)nnc1SCC(=O)NCc1ccccc1	i	i	-4	i	i	i	i	-0.2	1	i	i
COc1ccc(-c2ccc3c(N)c(C(=O)c4cccc(OC)c4)sc3n2)cc1	i	i	4	i	i	i	i	0.8	6	i	i
COc1cccc(/C=C/C(=O)OCC(=O)NCCC2=CCCCC2)c1	i	i	-7	i	i	i	i	-0.4	1	i	i
COC(=O)c1c(Cl)c2n3ccccc3c(C)c(-c3ccccc3)c-2c1C(=O)OC	i	i	-1	27*	i	i	i	-0.2	8	i	i
Cc1ccc(NC(=O)C(C)OC(=O)CCN=C2NS(=O)(=O)c3ccccc32)cc1 (centres undefined)	i	i	-12	i	i	i	i	0.6	-14	i	i
Cc1ccc2nc(NC(=O)COC(=O)c3ccncc3)sc2c1	i	i	4	i	i	i	i	1.8	2	i	i
CC1CCN(CC(=O)Nc2ccc(Cl)cc2[N+](=O)[O-])CC1	i	i	5	i	i	i	i	-0.1	9	i	i
CC(=O)N1CCC2(CC1)C(C#N)=C(N)Oc1n[nH]c(CSc3ccc(C)cc3)c12	i	i	-4	i	i	i	i	0.3	8	i	i
C#CCSc1nnc(-c2ccccc2)c(=O)[nH]1	i	i	-1	i	i	i	i	2.0	1	i	i
CN(C)c1cccc(C(=O)Nc2nc3ccccc3[nH]2)c1	i	i	9	i	i	i	i	-2.0	11	i	i
Cc1ccc(C(=O)Oc2coc(CSc3nnc(NC(=O)c4cccs4)s3)cc2=O)cc1C	i	i	25	i	i	i	i	-0.3	8	i	i
C[C@@H]1CC2OC(=O)[C@@]3(C)C(=O)CC[C@@](C)(C23)[C@@]1(O)CCc1ccoc1 (some centres undefined)	i	i	-1	i	i	i	i	-0.5	-2	i	i
CC(C)CN1C2CCCC1CC(NC(=O)c1ccc([N+](=O)[O-])cc1)C2 (centres undefined)	i	i	2	i	i	i	i	-9.7	4	i	i
O=C(O)CCC(=O)NCCc1cccc(Cl)c1	i	i	·	i	i	i	i	-0.1	1	i	i
O=[N+]([O-])c1ccc(N2CCNCC2)c(S(=O)(=O)N2CCOCC2)c1	i	i	5	i	i	i	i	-0.3	-12	i	i
CC1=Nn2c(nnc2-c2ccc(F)cc2)SC1	i	i	-8	i	i	i	i	0.5	-3	i	i
O=C(NCCNC(=O)c1cc(Cl)ccc1Cl)c1ccccn1	i	i	4	i	i	9.3*	i	1.9	5	i	i
C=CCOc1c(Cl)cc(CNCCCN2CCOCC2)cc1OC	i	i	-1	i	i	i	i	0.8	6	i	i
O=C(CN(c1cccc([N+](=O)[O-])c1)S(=O)(=O)c1ccccc1)NCc1ccccc1	i	i	-13	i	i	i	i	-0.1	57*	i	i
CN1CCN(/N=C/c2ccc(-c3ccc([N+](=O)[O-])cc3Cl)o2)CC1	-4.6*	i	0	i	i	i	13*	0.3	-12	i	i
COc1ccc(OCC(=O)Nc2cccc(NC(=O)COc3ccc(OC)cc3)n2)cc1	i	i	5	i	i	i	i	1.9	3	i	i
Cc1cc(=O)[nH]c(SCC(=O)c2ccc(C)c(C)c2)n1	i	i	1	i	i	i	i	0.2	2	i	i
O=C(O)c1cccc(-n2nnnc2SCc2ccccn2)c1	i	i	0	i	i	i	i	0.4	2	i	i
O=C(Nc1ccc(C(F)(F)F)cc1)c1ccccc1Br	i	i	20	i	i	i	i	3.2	-4	i	i
CCOC(=O)c1ccc2c(c1)nc(SCC(=O)c1ccco1)n2CC	i	i	-7	i	i	i	i	-1.0	4	i	i
O=C(O)CCSc1nnnn1-c1ccccc1	i	i	2	i	i	i	i	-0.9	-2	i	i
CCS(=O)(=O)c1ccc2oc(SCC(=O)NCCc3ccccc3)nc2c1	i	i	1	i	i	i	i	-0.2	-1	i	i
COc1ccc(-n2cnc3cc(C(=O)NCCN4CCOCC4)ccc32)cc1	i	i	3	i	i	i	i	0.2	-1	i	i
c1ccc(CSc2ccc3nnc(-c4cccnc4)n3n2)cc1	i	i	3	i	i	i	i	0.7	12	i	i
CN(c1cccc(NC(=O)Nc2ccc(Cl)cc2)c1)S(C)(=O)=O	-8.9*	i	-14	i	i	i	i	1.3	2	i	i
O=S(=O)(c1ccc(OCC(O)CN2CCCC2)cc1)N1CCOCC1 (centres undefined)	i	i	2	i	i	i	i	1.0	4	i	i
CC1=C(C(=O)Nc2ccc(C)cc2C)C(c2cccc(Cl)c2)n2nc(C(=O)OC(C)C)nc2N1 (centres undefined)	i	i	3	i	i	i	i	-0.3	3	i	i
Nc1nonc1-c1noc(-c2ccc(Br)o2)n1	i	i	3	i	i	i	i	0.4	-2	i	i
C=CCSc1nc2c(c(C3CC=CCC3)c1C#N)CCC2 (centres undefined)	i	i	40	i	i	i	i	0.6	-5	i	i
COc1ccc(C(=O)CC(c2ccccc2)C2C(=O)CCCC2=O)cc1 (centres undefined)	i	i	-3	i	i	i	i	·	-3	i	i
Cc1ccc(/C=N/NC(=O)c2cc3c(ccc4ccccc43)o2)o1	·	i	-7	·	i	·	i	0.1	1	i	i
Cc1cccc(-n2ccnc2SCC(=O)Nc2nccs2)c1C	i	i	6	i	i	i	i	-0.3	3	i	i
(more compounds)
SMILES	MrgX1 antagonist	RGS4 inh	SKKanGAS inh	MrgX1 ag	TRPC6 inhibitor	MrgX1 PAM	TRPC6 act	HIF act	Platelet DG rel	RGS4 act	TRPC4 inh
CNC(=O)C1CCN(S(=O)(=O)c2c(C)noc2/C=C/c2cccc(C)c2)CC1	i	i	2	i	i	i	i	-0.4	11	i	i
Cn1cccc1C(=O)NC(=O)COC(=O)c1ccccc1Sc1ccccc1C#N	i	i	9	i	i	i	i	0.1	-3	i	i
CN(CC(=O)Nc1ccc(F)cc1)S(=O)(=O)c1ccc2c(c1)c(=O)n(C)c(=O)n2C	i	i	6	i	i	i	i	-1.1	-3	i	i
O=C(CSc1nc2c(sc3ccccc32)c(=O)n1CCO)NCC1CCCO1 (centres undefined)	i	i	-2	i	i	i	i	0.1	6	i	i
